# Compound activity from PubChem.
# POLI inh – qHTS for Inhibitors of Polymerase Iota | DNA polymerase iota (Homo sapiens), Q9UNA4 | AID 588590, 2011 | 390,000 tested, 1% active | Pol iota fluorescent replication assay, 10 min | Potency, µM (highest dose often 115 µM), inactives show top-dose activity, negative = inhibition, usual class: inhibitors; further: potency means the concentration at half of the fitted maximal effect
# Target sequence (Q9UNA4 whole entry, looked up): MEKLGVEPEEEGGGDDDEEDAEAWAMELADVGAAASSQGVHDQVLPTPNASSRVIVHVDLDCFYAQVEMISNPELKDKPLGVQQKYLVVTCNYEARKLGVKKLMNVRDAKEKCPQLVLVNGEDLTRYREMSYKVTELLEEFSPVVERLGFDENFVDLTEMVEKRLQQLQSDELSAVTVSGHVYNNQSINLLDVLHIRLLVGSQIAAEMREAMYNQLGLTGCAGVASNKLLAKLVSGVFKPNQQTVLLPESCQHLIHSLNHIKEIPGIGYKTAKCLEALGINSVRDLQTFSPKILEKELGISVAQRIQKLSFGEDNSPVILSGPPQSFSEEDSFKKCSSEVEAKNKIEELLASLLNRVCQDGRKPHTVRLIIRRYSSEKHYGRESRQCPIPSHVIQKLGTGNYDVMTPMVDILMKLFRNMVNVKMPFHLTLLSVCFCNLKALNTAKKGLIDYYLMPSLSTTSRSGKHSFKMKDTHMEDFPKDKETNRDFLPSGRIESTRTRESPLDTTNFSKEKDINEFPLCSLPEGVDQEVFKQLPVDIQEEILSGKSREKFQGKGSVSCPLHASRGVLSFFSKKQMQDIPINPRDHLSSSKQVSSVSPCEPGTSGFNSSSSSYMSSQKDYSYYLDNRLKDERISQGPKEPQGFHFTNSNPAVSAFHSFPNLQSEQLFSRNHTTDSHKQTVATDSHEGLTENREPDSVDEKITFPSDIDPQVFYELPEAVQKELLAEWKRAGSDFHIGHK
#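 Pol iota at 10 nM preincubated 15 min with compounds at room temperature; reaction started with fluorescent substrate, 50 nM final. Fluorescence read kinetically at 0 and 10 min; buffer-only wells as negative control.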
# ALOX12 inh – Primary qHTS assay for inhibitors of human arachidonate 12S-lipoxygenase (ALOX12): Round 2; Polyunsaturated fatty acid lipoxygenase ALOX12 (Homo sapiens), P18054; purified 12hLO, xylenol orange hydroperoxide absorbance; Potency, µM (doses to about 108 µM), for the others: at the top dose activity change, negative = inhibition, usual class: inhibitors; 580,000 tested, 1.1% active; further: potency means the concentration at half of the fitted maximal effect; on the % scale 0 is the no-effect control and ±100 the full control effect
#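 Hydroperoxide product was detected by ferrous iron/xylenol orange as the 573 to 405 nm absorbance ratio. Arachidonic acid at 40 uM (final) was turned over for 30 min at room temperature by 150 nM human 12hLO, pH 7.0 Hepes buffer, after 15 min compound preincubation.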
# POLK inh – qHTS for Inhibitors of Polymerase Kappa. DNA polymerase kappa (Homo sapiens), Q9UBT6. purified Pol kappa, fluorescent DNA synthesis assay, 10 min. Potency, µM (series often up to 107 µM), for inactives: top-dose activity, negative = inhibition, hits mostly inhibitors. 400,000 tested, 0.53% active. AID 588579, 2011; further: potency means the concentration at half of the fitted maximal effect; on the % scale 0 is the no-effect control and ±100 the full control effect
#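 First, compounds were pin-transferred onto 10 nM Pol kappa. After 15 min at room temperature, substrate was added to 50 nM final. Fluorescence was then measured kinetically at 0 and 10 min.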
# ERG-DNA inh – qHTS for Small Molecule Inhibitors of the ERG Ets/DNA interaction. Transcriptional regulator ERG (Homo sapiens), P11308. fluorescence polarization, His-ERG Ets domain / labelled DNA. Potency, µM (top dose mostly 76.9 µM), without a hit: at the highest dose FP activity, negative = inhibition, most hits filed as inhibitors. 370,000 tested, 0.028% active. AID 624246, 2012; active means well fitted inhibition curve with a large enough effect in the polarisation, with a control signal flat; inconclusive means small, poorly fitted or top-dose-only effect, or effect the other way, or a change in a side signal; inactive means no such curve, though single readings can be large or run the other way; the % refers to the polarisation;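 further: polarization taken with two DNA probes labelled with fluorescein and Texas red; potency means the concentration at half of the fitted maximal effect; % of control where 0% means no effect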
#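 His-tagged ERG Ets domain (1 uM in the protein solution; 300mM KCl, 50mM Tris-HCl, 1mM EDTA, 1mM DTT, pH 7.5) received compound, then a probe mix of 5 nM fluorescein-DNA and 100nM Texas-615-DNA. Fluorescence polarization was read for both dyes.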
# BLM helicase inh – qHTS Assay for Inhibitors of Bloom's syndrome helicase (BLM). RecQ-like DNA helicase BLM (Homo sapiens), P54132. recombinant BLM DNA unwinding, fluorescence dequenching. Potency, µM (doses to about 56.1 µM), inactives show top-dose activity change, negative = inhibition, most hits filed as inhibitors. 350,000 tested, 0.2% active;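 further: potency means the concentration at half of the fitted maximal effect; plate controls were vehicle for no effect and no enzyme for full effect; nearly all actives have a fitted effect of over 35% in size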
# APEX1 inh – qHTS Assay for Inhibitors of the Human Apurinic/apyrimidinic Endonuclease 1 (APE1). DNA repair nuclease/redox regulator APEX1 (Homo sapiens), P27695. recombinant APE1, TAMRA/BHQ-2 abasic DNA cleavage fluorescence. Potency, µM (doses to about 65.8 µM), for the others: at the top dose activity change, negative = inhibition, hits mostly inhibitors. 350,000 tested, 0.35% active;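 further: potency means the concentration at half of the fitted maximal effect; plate controls were vehicle for no effect and reference inhibitor for full effect; nearly all actives have a fitted effect of over 55% in size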
# Target sequence (P27695 whole entry, looked up): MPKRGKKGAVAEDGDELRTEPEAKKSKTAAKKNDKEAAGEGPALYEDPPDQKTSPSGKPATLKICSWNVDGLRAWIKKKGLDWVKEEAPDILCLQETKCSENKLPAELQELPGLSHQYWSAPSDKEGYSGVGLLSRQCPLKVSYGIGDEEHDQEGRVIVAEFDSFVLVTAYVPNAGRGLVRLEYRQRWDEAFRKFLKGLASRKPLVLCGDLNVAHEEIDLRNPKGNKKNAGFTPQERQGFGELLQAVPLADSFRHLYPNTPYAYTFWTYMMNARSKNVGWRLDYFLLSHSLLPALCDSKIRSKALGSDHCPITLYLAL
#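 Step 1: APE1 (0.75 nM) with compound, 15 min RT. Step 2: add 50 nM fluorophore/quencher THF duplex. Step 3: three fluorescence reads 60 s apart (525/598 nm); read 3 minus read 1 = reaction progress.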
# Anesthetic bind – qHTS Assay for Identification of Novel General Anesthetics. Ferritin light chain (Equus caballus), P02791. apoferritin/1-aminoanthracene competitive binding, fluorescence. Potency, µM (highest dose often 77.5 µM), without a hit: at the highest dose activity change, negative = displacement, actives largely listed as inhibitors. 350,000 tested, 0.074% active; further: potency means the concentration at half of the fitted maximal effect; on the % scale 0 is the no-effect control and ±100 the full control effect; nearly all actives have a fitted effect of over 20% in size
#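 10 uM apoferritin + 50% sat. 1-AMA, PBS; cpd 10 min RT; Ex380/Em535 endpoint; normalized to free probe vs complex; 4-param Hill fit; propofol titration as pos. ctrl.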
# TRHR ag – qHTS for Small Molecule Agonists and Allosteric Enhancers of Human TRH Receptor: Primary Screen for Agonists; 360,000 tested, 0.18% active; TRHR cells, calcium flux fluo-8, FDSS agonist mode; Thyrotropin-releasing hormone receptor (Homo sapiens), P34981; activation, % at 2 µM; in the data active means activation above about 30%; further: 0% is about no effect
#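 Agonist-mode FDSS calcium read (Ex 480/Em 530, 1 s cycles) in 1536-well TRHR cells with fluo-8 dye, after 10-cycle baseline and 23 nL compound addition; TRH at EC20 (10 nM final) added afterwards for the enhancer phase.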
# Pol beta inh – qHTS Assay for Inhibitors of DNA Polymerase Beta | P06746 | AID 485314, 2010 | 340,000 tested, 1.3% active | Potency, µM (series often up to 114 µM), inactives show at the top dose activity change, negative = inhibition, usual class: inhibitors | Pol beta primer extension/strand displacement, fluorescence kinetic; further: potency means the concentration at half of the fitted maximal effect; on the % scale 0 is the no-effect control and ±100 the full control effect
#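 Pol beta (10 nM) and compounds were preincubated 15 min at room temperature, then 50 nM substrate (final) started primer extension/strand displacement. Reads were taken at 0 and 10 min; concentration-response data were fitted to a four-parameter Hill equation.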
# An asterisk follows results filed as active; i = inactive; ? = inconclusive; . = no result given; [ ] = another dose, or the depositor's remark. Unless noted, the call rests on the fitted dose curve; in most records, active means well fitted curve in the direction sought with a large enough effect; inconclusive means small, poorly fitted or top-dose-only effect, or another doubt; inactive means no such curve, though single readings can be large; an effect the other way counts as inactive or inconclusive. These rows are one share of the data, so the mix of outcomes need not match the whole.
SMILES	POLK inh	ERG-DNA inh	BLM helicase inh	POLI inh	Pol beta inh	ALOX12 inh	TRHR ag	Anesthetic bind	APEX1 inh
Cc1ccccc1-n1c(C)cc(/C=C(\C#N)C(=O)NCC2CCCO2)c1C (stereo not drawn)	-7%	-2%	-4%	-13%	13%	?	-1.1	-11%	-11%
COc1ccc(C(=O)N/C(=C/c2cccnc2)C(=O)N2CCCCCC2)cc1OC	-8%	7%	2%	-10%	10%	0%	0.5	5%	-8%
CCOC(=O)C1C(=O)OC(C)(C)C1C(CC)C(=O)c1ccccc1 (stereo not drawn)	-6%	-4%	7%	80%[activator]	6%	-1%	-1.1	-14%	8%
O=C(Nc1cccc(C(=O)Nc2ccccc2F)c1)c1ccccc1	-3%	-14%	0%	-6%	6%	-1%	-1.3	-7%	13%
Cc1cccc(-n2c3nc(=O)n(C)c(=O)c-3cc3c(Cl)cccc32)c1C	-10%	-1%	1%	3%	10%	?	1.3	2%	.
Cc1nc2scc(-c3ccccc3)c2c(=O)o1	-16%	4%	3%	-1%	2%	12%	1.5	-11%	?
O=C1NC[C@H](Cc2ccccc2)N(CC2CCN(CCc3ccc(-c4ccccc4)cc3)CC2)C1=O	1%	12%	.	-18%	.	-19%	.	.	.
Cc1scc(-c2n[nH]c(=S)n2Cc2ccccc2)c1C	-13%	-13%	-3%	-9%	4%	?	-0.1	-8%	-2%
CN1CCN(S(=O)(=O)c2ccc3c(c2)oc(=O)n3C)CC1	-1%	12%	-7%	7%	-5%	8%	-0.2	-5%	5%
NN=C1c2cc([N+](=O)[O-])ccc2-c2ccc([N+](=O)[O-])cc21	.	.	-3%	.	12%	.	-2.1	-4%	3%
COc1cc(NC(=O)CSc2nc3ncccc3o2)cc(OC)c1	0%	0%	0%	1%	1%	0%	0.0	-1%	.
CC1(C)Cc2nc(NC3CCCCC3)c(C#N)cc2CO1	-19%	-8%	-1%	123%[activator]	-1%	15%	0.3	0%	3%
CCOC(=O)C1=C(C)NC(=S)N(C(C)=O)C1c1ccc(OC)c(OC)c1 (stereo not drawn)	-8%	4%	-7%	33%[activator]	0%	212%[activator]	-0.7	-2%	0%
CCCCn1c(N)c(N(CC(C)C)C(=O)c2ccc(-c3ccc(Cl)cc3)o2)c(=O)[nH]c1=O	5%	-1%	.	30%	.	?	-0.6	.	19%
CCn1nc(C(=O)NNC(=O)C2CSC3(C)CCC(=O)N23)c2ccccc2c1=O (stereo not drawn)	-4%	-2%	.	30%	.	33%[activator]	0.1	.	12%
COc1cccc(OC)c1NC(=O)C1CCCN1C(=O)Nc1ccccc1Cl (stereo not drawn)	0%	3%	0%	31%[activator]	37%	-2%	-0.5	3%	2%
NS(=O)(=O)c1ccc(CCNC(=O)CCCCCNc2nc(=S)[nH]c3ccccc23)cc1	.	.	-2%	.	1%	-9%	0.7	-17%	3%
COc1ccc(/C=C(\NC(=O)c2ccccc2)C(=O)N2CCN(C)CC2)cc1OC	-1%	4%	-1%	119%[activator]	4%	-6%	0.1	-6%	15%
CC(C)(C)C(=O)N1CCN(c2nc3c(F)cccc3s2)CC1	-9%[60.1 µM]	-3%	3%	-8%	1%	-26%	-0.3	-11%	.
COc1cccc(C(=O)c2sc(Nc3ccc(C)cc3C)c(S(=O)(=O)c3ccccc3)c2N)c1	-1%	7%	-7%	16%	32%	-10%	0.9	91%[activator]	.
Cc1noc(C)c1C(=O)Nc1ccc2c(c1)CCC2	4%	-1%	-2%	-15%[58.9 µM]	28%	3%	-0.2	-12%	-1%
CCOc1ccc(NC(=O)C2CCN(S(=O)(=O)c3ccc4c(c3)C(C)(C)C(=O)N4C)CC2)cc1	-5%	0%	1%	9%	0%	-5%	-1.1	-14%	23%
Cn1nc(C(=O)NNC(=O)c2cccc(Cl)c2)c2ccccc2c1=O	-5%	-2%	.	86%[activator]	.	11%	.	.	0%
Cc1c(OC(C)C(=O)NCC(O)c2ccccc2)ccc2c3c(c(=O)oc12)CCC3 (stereo not drawn)	20%	6%	2%	43%[activator]	7%	2%	-0.7	-16%	-12%
CCOC(=O)C1=C(CN2CCN(C(=O)c3ccco3)CC2)NC(=O)NC1c1ccc(F)cc1 (stereo not drawn)	0%	-10%	-1%	8%	35%	-1%	0.2	4%	21%
COc1ccccc1CNc1ccccc1F	5%	-2%	2%	6%	9%	32%[activator]	-0.9	?	5%
COCC(=O)NCCc1nc2ccccc2[nH]1	-7%	-1%	0%	40%[activator]	2%	15%	0.4	-1%	-2%
Cc1ccc(Cl)cc1NC(=O)CCC(=O)N1CC(C)Sc2ccccc21 (stereo not drawn)	-11%	4%	-4%	0%	-11%	?	0.3	?	.
O=C(Nc1cc(Cl)cc(Cl)c1)c1ccno1	-1%	-2%	-4%	28%	24%	.	2.0	-10%	17%
N#Cc1ccc(OC(=O)C2CCN(C3=NS(=O)(=O)c4ccccc43)CC2)cc1	-3%	.	.	10%	.	342%[activator]	0.1	.	-2%
COc1ccc(N2CC(C(=O)N3CCc4ccccc43)CC2=O)cc1 (stereo not drawn)	-2%	0%	.	9%	.	-26%	.	.	.
Cc1ccn(CC(=O)N2CCCC(N3CCN(Cc4ccc5c(c4)OCO5)CC3)C2)n1 (stereo not drawn)	0%	17%	1%	30%[activator]	-2%	-4%	0.2	-3%	6%
O=C(C1CCN(c2ncnc3c2sc2cccc(F)c23)CC1)N1CCCC1	.	.	2%	.	4%	0%	-0.2	-1%	2%
Cc1ccccc1CNC(=O)CN1C(=O)CSc2ccc(S(=O)(=O)N(C)C)cc21	-4%	4%	-3%	5%	3%	-9%	-0.3	1%	.
O=C(CCCN1C(=O)/C(=C\c2ccco2)SC1=S)Nc1cccc2ccccc12	-18%	0%	?	?	10µM*	?	1.1	-6%	2%
CCOC(=O)[C@H]1O[C@@H]1C(=O)N[C@@H](CC(C)C)C(=O)NCCC(C)C	-7%	2%	-6%	-15%	1%	.	-0.6	-4%	-4%
COc1ccc(CCNC(=O)c2ccc3c(c2)CCN3S(=O)(=O)c2ccccc2)cc1	1%	0%	2%	6%	5%	5%	0.6	53%[activator]	.
CC(C)CN(C(=O)CCC(=O)OCc1ccc(Cl)cc1Cl)c1c(N)n(CC(C)C)c(=O)[nH]c1=O	-2%	14%	.	47%[activator]	.	-4%	-0.4	.	10%
CN(Cc1cnn(C)c1)C(=O)c1cc2ccccc2oc1=O	-15%	-2%	-5%	14%	11%	0%	0.4	0%	-3%
CCC1(c2ccc(F)cc2)NC(=O)N(CC(=O)NC2CCCC(C)C2C)C1=O (stereo not drawn)	-7%	-11%	.	-6%	.	2%	.	.	-4%
CN1CCN(C(=S)NCCc2ccccc2)CC1	-3%	.	2%	40%[activator]	-18%	?	0.4	-2%	1%
COc1ccc(CNC(=O)C(C)N(C)Cc2cccc(F)c2)cc1 (stereo not drawn)	9%	14%	-6%	7%	0%	i	-0.3	-4%	20%
CCCCCCCCCCOC(=O)Cn1c(COc2ccc(C)cc2)[n+](C)c2ccccc21	0%	8%	-8%	23%	9%	?	0.1	?	2%
CC(=O)C1=C(O)C(=O)N(c2ccc(S(=O)(=O)Nc3nccs3)cc2)C1c1ccc([N+](=O)[O-])cc1 (stereo not drawn)	-11%	12%	-4%	6%	-3%	-29%	-1.4	-5%	10%
Cc1ccc(OCCCn2c(C3CC(=O)N(c4cccc(Cl)c4)C3)nc3ccccc32)c(C)c1 (stereo not drawn)	-19%	4%	-3%	47%[activator]	-1%	-3%	2.2	-14%	.
COc1ccc(C2C(C(=O)NCCN(C)C)c3ccccc3C(=O)N2C)cc1OC (stereo not drawn)	-2%	-4%	1%	24%	4%	0%	1.3	-3%	12%
CCOc1ccc(N=C/C=C/c2ccccc2)c(O)c1	-10%	9%	-10%	2%	12%	?	2.4	88%[activator]	11%
Cc1ccc(/C=N/n2c(-c3ccncc3)n[nH]c2=S)o1	0%	-2%	-6%	14%	?	?	0.5	-6%	-2%
COc1ccc(-c2csc3ncnc(Nc4ccc(O)cc4)c23)cc1	-12%	5%	-9%	-15%	-4%	-8%	1.8	-6%	-4%
C#CCOCCOCCOCCNc1nc(N2CCN(C(=O)Cn3cc(CCCN=C(N)N)nn3)CC2)nc(N2CCN(C(=O)[C@H](C)n3cc(CCCN=C(N)N)nn3)CC2)n1	?	-2%	54%[activator]	?	40µM*	?	-1.5	7%	1%
COc1ccc(-c2cc3ccc(O)c(CN4CCCC(C)C4)c3oc2=O)cc1 (stereo not drawn)	2%[60.1 µM]	-6%	0%	4%	2%	-4%	14	.	.

# 3 entries already listed, arranged by the number in BLM helicase inh, rising.
mol	BLM helicase inh
CCOc1ccc(N=C/C=C/c2ccccc2)c(O)c1	-10%
COc1ccc(-c2csc3ncnc(Nc4ccc(O)cc4)c23)cc1	-9%
COc1ccc(C2C(C(=O)NCCN(C)C)c3ccccc3C(=O)N2C)cc1OC (stereo not drawn)	1%
